# GASC1 inh: inhibitors of human demethylase GASC-1 KDM4C; actives 0.15% (n = 96,000); GST-KDM4C 2-372, H3K9me3 peptide, LANCE TR-FRET; Q9H3R0; inhibition, % at 12.5 µM;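 active means mean replicate inhibition above about 25%, with at least 55% of replicates also reaching it, limit read from the data, passing the limit was not always enough; inconclusive means only one of those two conditions met; inactive means neither condition met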
# Target sequence (Q9H3R0 2-372 limits assumed): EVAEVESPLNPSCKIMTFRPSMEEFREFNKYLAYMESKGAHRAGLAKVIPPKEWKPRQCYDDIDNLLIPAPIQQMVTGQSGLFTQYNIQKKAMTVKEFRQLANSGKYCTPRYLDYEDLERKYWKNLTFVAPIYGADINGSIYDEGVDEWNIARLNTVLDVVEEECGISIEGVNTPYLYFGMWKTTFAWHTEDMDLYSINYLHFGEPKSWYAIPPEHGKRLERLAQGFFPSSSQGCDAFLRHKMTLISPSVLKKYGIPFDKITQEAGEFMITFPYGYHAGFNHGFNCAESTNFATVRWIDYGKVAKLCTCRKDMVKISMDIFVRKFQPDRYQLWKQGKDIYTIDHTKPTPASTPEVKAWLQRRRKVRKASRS
#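 material = GST-tagged GASC-1 (JMJD2C) catalytic fragment, aa 2-372 | amount = enzyme final amount 10 nM | medium = HEPES buffer, pH 7.5, plus ascorbate | also added = H3K9me3 peptide substrate, Fe(II), 2-oxoglutarate | dosing = single dose | times = 30 min demethylation and 1 h detection at room temperature | detection = LANCE TR-FRET | read-out basis = Fall in 671/618 emission ratio as inhibition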
# Pf Dd2 growth: inhibitors of Plasmodium falciparum Dd2 growth | P. falciparum Dd2 growth, SYBR Green, 72 h; stronger effect = lower value | activity change, % at 10 µM | actives 2.3% (n = 94,000); in the data active means activity change below about -80%; inconclusive means no clear call, values can overlap the other calls
# C diff growth: inhibitors of Clostridium difficile growth | Clostridium difficile clinical isolate growth, OD600, 24 h; stronger effect = lower value | growth activity, negative = inhibition, % at 16 µg/mL (by protocol) | actives 0.25% (n = 86,000);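 active means mean growth activity at or below -80% and every replicate also at or below -80%; inconclusive means mean at or below -80% but some replicate above -80%; inactive means mean growth activity above -80%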;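 further: 0% = DMSO wells and -100% = levofloxacin 16 µg/mL wells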
# T cruzi growth: T. cruzi proliferation inhibition; T. cruzi beta-gal in NIH3T3, GalScreen luminescence, 90 h; inhibition, % at 8.34 µM; actives 5.9% (n = 77,000); AID 624255;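 active means mean inhibition above about 93%, with at least 55% of replicates each passing it, limit read from the data, passing the limit was not always enough; inconclusive means only one of those two conditions holds; inactive means neither condition holds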
# An asterisk follows results filed as active; ? = inconclusive; nt = no result given; & = joins results of further samples.
SMILES,GASC1 inh,Pf Dd2 growth,C diff growth,T cruzi growth
C[C@@H]1CCCCO[C@@H](CN(C)Cc2ccncc2)[C@H](C)CN([C@@H](C)CO)C(=O)c2cc(NC(=O)Nc3ccccc3)ccc2O1,0.6,-12,3,39
C[C@@H]1CN([C@@H](C)CO)C(=O)c2cccc(NC(=O)c3ccncc3)c2O[C@H]1CN(C)C(=O)Nc1ccc(F)cc1,0.4,29,6,46
CO[C@@H]1CN(C)C(=O)c2ccc(NC(=O)c3ccc(-c4ccccc4)cc3)cc2OC[C@@H](C)NC[C@H]1C,-3.3,-87*,42,nt
C[C@@H]1CN([C@@H](C)CO)S(=O)(=O)c2ccc(C#Cc3ccncc3)cc2O[C@@H]1CN(C)S(=O)(=O)c1ccccc1,-10,-56,2,12
Cc1cccc(S(=O)(=O)N(C)C[C@@H]2OCc3ccccc3-c3ccccc3C(=O)N([C@@H](C)CO)C[C@@H]2C)c1,0.0,-72,nt,39
COc1ccc(S(=O)(=O)N(C)C[C@H]2Oc3ccc(NC(=O)Nc4ccc5c(c4)OCO5)cc3CC(=O)N([C@H](C)CO)C[C@H]2C)cc1,-0.7,22,2,-15
C[C@H]1CN([C@@H](C)CO)C(=O)Cc2cc(NC(=O)C3CC3)ccc2O[C@H]1CN(C)Cc1ccc(-c2ccccc2)cc1,-0.1,-29,0,46
COCC(=O)NC[C@H]1[C@@H](c2ccc(C3=CCCC3)cc2)[C@@H](CO)N1C(C)=O,-2.9,13,2,25
CCCC(=O)Nc1ccc2c(c1)OC[C@H](C)N(Cc1cncnc1)C[C@H](C)[C@@H](OC)CN(C)C2=O,-0.8,-9,13,nt
Cc1ccc(S(=O)(=O)Nc2ccc3c(c2)C(=O)N([C@H](C)CO)C[C@@H](C)[C@@H](CN(C)C(=O)NC2CCCCC2)OCCCC[C@H](C)O3)cc1,-2.5,-29,2,52
O=C(C[C@@H]1CC[C@@H](NC(=O)CCN2CCCCC2)[C@@H](CO)O1)Nc1ccccc1,-1.9,14,-4,nt
CCNC(=O)C[C@H]1CC[C@@H]2[C@H](COc3ccc(NC(=O)c4ccccc4Cl)cc3C(=O)N2C)O1,-0.2,1,-5,42
O=C(NCC[C@@H]1CC[C@H](NS(=O)(=O)c2cccc(F)c2)[C@@H](CO)O1)C1CC1,1.6,17,nt,-49
O=C(N[C@@H]1CC[C@@H](CCNS(=O)(=O)c2cccc(Cl)c2)O[C@H]1CO)c1ccncc1,0.1,-18,nt,35
CN(C)CCCNC(=O)C[C@H]1CC[C@@H]2[C@H](COc3ccc(NC(=O)c4cccc(F)c4)cc3C(=O)N2C)O1,1.2,5,15,33

# Brought forward from above: two entries, followed by the next part.
SMILES,GASC1 inh,Pf Dd2 growth,C diff growth,T cruzi growth
O=C(N[C@@H]1CC[C@@H](CCNS(=O)(=O)c2cccc(Cl)c2)O[C@H]1CO)c1ccncc1,0.1,-18,nt,35
CN(C)CCCNC(=O)C[C@H]1CC[C@@H]2[C@H](COc3ccc(NC(=O)c4cccc(F)c4)cc3C(=O)N2C)O1,1.2,5,15,33
Cc1noc(C)c1NC(=O)N(C)C[C@H]1Oc2ccc(NS(=O)(=O)c3c(C)noc3C)cc2C(=O)N([C@@H](C)CO)C[C@@H]1C,3.5,31,nt,-11
O=C(C[C@@H]1CC[C@H](NS(=O)(=O)c2ccc(F)cc2)[C@H](CO)O1)NCc1ccncn1,-0.3,31,2,-28
C[C@@H]1CCCCO[C@H](CN(C)S(=O)(=O)c2ccc(Cl)cc2)[C@@H](C)CN([C@@H](C)CO)C(=O)c2cc(NC(=O)Nc3ccc(F)cc3)ccc2O1,17,-80,-5,88
CNC(=O)C[C@@H]1CC[C@H]2[C@@H](COc3ccc(NC(=O)c4ccc(F)c(F)c4)cc3C(=O)N2C)O1,-1.9,-2,-4,25
CC(C)C#Cc1ccc([C@@H]2[C@H]3CN(C(=O)Nc4ccccc4)CCCCN3[C@H]2CO)cc1,-0.8,4,27,?
C[C@H]1CN([C@@H](C)CO)C(=O)c2cc(NS(C)(=O)=O)ccc2O[C@@H]1CN(C)Cc1ccc(Cl)c(Cl)c1,2.2,3,-2,83
CO[C@H]1CC[C@H]2CCOc3ccc(C#N)cc3C(=O)N(C)C[C@@H](OC)[C@H](C)C(=O)N(C)C[C@@H]1O2,-0.6,nt,-7,-4
COc1ccc(CN(C)C[C@H]2OCCCC[C@@H](C)Oc3ccc(NC(=O)C4CCCCC4)cc3C(=O)N([C@@H](C)CO)C[C@@H]2C)cc1,0.3,-59,nt,85
C[C@@H]1CCCCO[C@@H](CN(C)CC2CCCCC2)[C@@H](C)CN([C@@H](C)CO)C(=O)c2cc(NS(=O)(=O)c3cn(C)cn3)ccc2O1,-5.4,-26,4,7
C[C@@H]1CN([C@@H](C)CO)C(=O)c2cc(C#CC3CC3)cnc2O[C@@H]1CN(C)C,-0.6,-6,3,-81
C[C@H](CO)N1C[C@H](C)[C@H](CN(C)Cc2ccc(C(=O)Nc3ccccc3N)cc2)Oc2ccc(NC(=O)CCN3CCOCC3)cc2CC1=O,0.3,-65,2,nt
C[C@H](CO)N1C[C@H](C)[C@@H](CN(C)C)Oc2ncc(C#CCN(C)C)cc2C1=O,7.4,42,-7,nt
CC(C)C#Cc1ccc2c(c1)O[C@@H](CN(C)C(=O)Cc1ccccn1)[C@@H](C)CN([C@H](C)CO)S2(=O)=O,-1.1,-41,2,42
CCCNC(=O)[C@@H]1[C@@H](CO)[C@@H]2Cn3c(cccc3=O)[C@H]1N2S(=O)(=O)c1ccccc1C,-0.7,1,-7,31
C[C@@H]1CN([C@H](C)CO)C(=O)Cc2cc(NC(=O)NC3CCCCC3)ccc2O[C@H]1CN(C)C(=O)Nc1ccc(C(F)(F)F)cc1,-1.1,-6,-3,23
C[C@@H]1CN([C@@H](C)CO)S(=O)(=O)c2ccc(C3=CCCCC3)cc2O[C@H]1CN(C)Cc1ccccn1,0.3,-37,-9,36
COc1ccc(-c2cnc3c(c2)C(=O)N([C@@H](C)CO)C[C@H](C)[C@H](CN(C)Cc2cccnc2)O3)cc1,1.5,3,2,40
CCCC#Cc1ccc2c(c1)O[C@H](CN(C)C(=O)c1ccccn1)[C@H](C)CN([C@H](C)CO)S2(=O)=O,1.7,-21,-1,34
CCCNC(=O)[C@@H]1[C@@H](CO)[C@@H]2Cn3c(ccc(-c4ccccc4)c3=O)[C@H]1N2C(=O)CC,-1.7,64,-3,nt
C[C@H]1CN([C@@H](C)CO)C(=O)c2ccccc2-c2ccccc2CO[C@H]1CN(C)S(=O)(=O)c1ccsc1,-0.4,11,-1,-31
C[C@@H]1CN([C@H](C)CO)S(=O)(=O)c2ccc(C#Cc3ccc(F)cc3)cc2O[C@H]1CN(C)S(=O)(=O)c1ccc(F)cc1,0.4,-34,7,110*
O=C(C1CCOCC1)N1C[C@@H]2N[C@H](C1)C2c1ccc(-c2cncnc2)cc1 (stereo partly specified),0.5&-0.4,45&25,-9&-6,nt
C[C@H](CO)N1C[C@H](C)[C@H](CN(C)C(=O)C2CCCCC2)Oc2ncc(C#CC3CCCC3)cc2C1=O,-2.9,-50,2,47
C[C@@H]1CN([C@@H](C)CO)C(=O)c2cc(NS(=O)(=O)c3ccccc3)ccc2O[C@@H](C)CCCCO[C@@H]1CN(C)S(=O)(=O)c1ccc(Cl)cc1,-2.5,-85*,4,nt
O=C(NC[C@@H]1N[C@@H](CO)[C@@H]1c1ccccc1)c1ccccc1F,2.9,2,-2,-6
C[C@H](NC(=O)C[C@@H]1CC[C@H](NC(=O)C2CCC2)[C@@H](CO)O1)c1ccccc1,0.0,6,nt,13
CNC[C@@H]1Oc2ccc(NC(=O)Nc3ccc(F)cc3)cc2CC(=O)N([C@@H](C)CO)C[C@H]1C,1.4,7,2,nt
COc1cccc(-c2ccc(CC[C@H]3O[C@H]4CC[C@@H](CO)O[C@H]4C[C@@H]3NC(=O)c3cnccn3)cc2)c1,nt,-28,-3,nt
C[C@@H]1CN([C@H](C)CO)S(=O)(=O)c2ccc(/C=C/c3ccccc3)cc2O[C@H]1CN(C)C(=O)c1cccnc1,0.0,-52,-7,35
O=C(C[C@@H]1CC[C@H]2[C@@H](COC[C@@H](O)CN2S(=O)(=O)c2ccccc2F)O1)NCc1ccccc1F,-3.7,-3,1&-8,-16

# A different layout for 2 compounds above.
SMILES	GASC1 inh	Pf Dd2 growth	C diff growth	T cruzi growth
C[C@H]1CN([C@@H](C)CO)C(=O)c2ccccc2-c2ccccc2CO[C@H]1CN(C)S(=O)(=O)c1ccsc1	-0.4	11	-1	-31
C[C@@H]1CN([C@H](C)CO)S(=O)(=O)c2ccc(C#Cc3ccc(F)cc3)cc2O[C@H]1CN(C)S(=O)(=O)c1ccc(F)cc1	0.4	-34	7	110*

# Entries of single compounds as entered above:
# Listed for CNC(=O)C[C@@H]1CC[C@H]2[C@@H](COc3ccc(NC(=O)c4ccc(F)c(F)c4)cc3C(=O)N2C)O1 → GASC1 inh: -1.9; Pf Dd2 growth: -2; C diff growth: -4; T cruzi growth: 25
# Listed for CCCC#Cc1ccc2c(c1)O[C@H](CN(C)C(=O)c1ccccn1)[C@H](C)CN([C@H](C)CO)S2(=O)=O → GASC1 inh: 1.7; Pf Dd2 growth: -21; C diff growth: -1; T cruzi growth: 34

# (further entries)
SMILES,GASC1 inh,Pf Dd2 growth,C diff growth,T cruzi growth
COc1ccc(NC(=O)N(C)C[C@H]2Oc3c(NS(=O)(=O)c4ccc(C)cc4)cccc3C(=O)N([C@H](C)CO)C[C@@H]2C)cc1,0.1,11,0,4
CO[C@@H]1CN(C)C(=O)c2cc(NC(C)=O)ccc2OC[C@H](C)NC[C@H]1C,1.0,24,1,81
COc1ccc(CN(C)C[C@@H]2OCCCC[C@H](C)Oc3ccc(NS(=O)(=O)c4ccc(OC)cc4)cc3C(=O)N([C@H](C)CO)C[C@H]2C)cc1,7.4,-44,-4,78
CCCNC(=O)N[C@@H]1C=C[C@H](CC(=O)NC2CCCCC2)O[C@H]1CO,1.9,18,nt,-51
COc1ccccc1S(=O)(=O)N(C)C[C@H]1OCc2ccccc2-c2ccccc2C(=O)N([C@@H](C)CO)C[C@H]1C,1.2,8,-2,35
COCC(=O)NC[C@@H]1[C@@H](c2ccccc2)[C@H](CO)N1C(=O)c1ccccc1,-0.5,-1,0,-5
Cc1ccccc1S(=O)(=O)N1C[C@H](O)COC[C@@H]2O[C@@H](CC(=O)NCCc3ccccc3)CC[C@H]21,-0.1,-14,14&2,50
C[C@@H]1CN([C@H](C)CO)S(=O)(=O)c2ccc(-c3ccc(F)cc3)cc2O[C@@H]1CN(C)C(=O)Nc1ccccc1F,-2.4,-27,15,110*
C[C@@H]1CCCCO[C@@H](CN(C)C(=O)c2ccccc2)[C@@H](C)CN([C@H](C)CO)C(=O)c2cc(NS(=O)(=O)c3ccc(Cl)cc3)ccc2O1,0.1,-2,-1,-40
O=C(Nc1ccc(F)cc1)N1CC(=O)N2[C@H](CO)[C@@H](c3ccc(-c4cccc(F)c4)cc3)[C@@H]2C1,0.3,17,-6,nt
C[C@@H]1CN([C@@H](C)CO)C(=O)Cc2cc(NC(=O)Nc3ccc4c(c3)OCO4)ccc2O[C@@H]1CN(C)C(=O)Nc1cccc2ccccc12,0.5,-18,-11,13
CC(C)(C)[S@@](=O)N1Cc2cc(C(=O)NC3CCCCC3)nc(-c3cccc(Br)c3)c2[C@H]1CCO,-0.7,nt,6,2
CN1C(=O)c2cc(NC(=O)C3CC3)ccc2OC[C@H]2O[C@H](CC(=O)NCc3ccccc3F)CC[C@@H]21,-0.1,-7,2,-34
CO[C@@H]1CN(C)C(=O)c2ccc(NS(C)(=O)=O)cc2OC[C@H](C)N(C(=O)CC2CC2)C[C@H]1C,-0.5,-16,nt,-43
CO[C@H]1CN(C)C(=O)c2cc(NC(=O)Nc3ccccc3Cl)ccc2OC[C@@H](C)NC[C@@H]1C,0.3,-15,nt,-7
CN(C)CC(=O)Nc1ccc2c(c1)[C@@H]1C[C@@H](CC(=O)NCc3ccccc3)O[C@H](CO)[C@@H]1O2,0.1,9,nt,21
C[C@@H]1CN([C@H](C)CO)C(=O)Cc2cc(N(C)C)ccc2O[C@@H]1CN(C)S(=O)(=O)c1ccc(Cl)cc1,-2.0,-9,16,nt
CO[C@H]1CN(C)C(=O)c2ccc(NC(=O)Nc3ccccc3F)cc2OC[C@H](C)N(CC2CC2)C[C@H]1C,0.2,-10,nt,7
C[C@@H]1CN([C@H](C)CO)C(=O)c2cc(NS(=O)(=O)c3ccc(Cl)cc3)ccc2O[C@@H]1CN(C)Cc1ccc(Oc2ccccc2)cc1,1.8,-3,35,63
COc1ccccc1NC(=O)N[C@@H]1CC[C@H](CCNS(=O)(=O)c2ccc(C)cc2)O[C@H]1CO,-1.0,4,-1,nt
Cc1noc(C)c1NC(=O)N(C)C[C@@H]1Oc2ccc(NC(=O)CCCN(C)C)cc2C(=O)N([C@H](C)CO)C[C@H]1C,2.1,54,-7,nt
CC(C)NC(=O)N1[C@H](C#N)[C@@H](c2ccc(C#CC3CCCC3)cc2)[C@H]1CO,-1.2,-9,-17,102*

# Screens from PubChem.

# The order is random (roughly 6.7% active in at least one column).
